Screens (PubChem BioAssay)
All columns: NCI-60 one-dose screen, growth in % after 48 h at 10 µM unless noted; 100 = growth as untreated, 0 = no growth, -100 = all killed.
NCI-H322M – NCI-H322M lung cancer. 2.7% of 80,000 active. AID 1794733
NCI-H460 – NCI-H460 lung cancer; AID 1794736; 6.8% of 82,000 active
NCI-H23 – NCI-H23 lung cancer; 4% of 80,000 active
HCT-15 – HCT-15 colon cancer. AID 1794746. 5.2% of 82,000 active
NCI-H226 – NCI-H226 lung cancer | 3.5% of 79,000 active
HCT-116 – HCT-116 colon cancer; 7.3% of 82,000 active
NCI-H522 – NCI-H522 lung cancer | 8% of 78,000 active
NCI/ADR-RES – NCI/ADR-RES ovarian cells. 4.4% of 81,000 active. AID 1794790
COLO 205 – COLO 205 colon cancer; AID 1794742; 7.3% of 79,000 active
* = called active by the depositor; x = not tested or not shown; & = joins results of further samples. Rule for the calls: active = growth percent below 10; inactive = the rest. Not all compounds are listed, so the mix of outcomes need not match the whole.

SMILES	NCI-H322M	NCI-H460	NCI-H23	HCT-15	NCI-H226	HCT-116	NCI-H522	NCI/ADR-RES	COLO 205
C=CC(C#N)OC(C)=O (configuration not stated)	100	108	108	97	104	103	x	110	114
C/C=C\C(=O)O[C@@H]1CC2O[C@@H]3C=C(C)C(=O)C[C@]3(C)[C@]1(C)[C@]21CO1	-11*	0.8*	-21*	-5.0*	-21*	-29*	-18*	-4.0*	-55*
O=C(O)C1C2c3ccccc3C(=O)C1(C(=O)O)c1ccccc12 (configuration not stated)	x	101	99	102	98	104	x	102	104
COC(=O)[C@@H](NC(=O)c1cn(Cc2ccccc2)c2ccccc12)C(C)(C)C	102	106	86	103	101	101	85	89	118
CCOc1ccc(/C=C/[N+](=O)[O-])cc1	99	98	88	51	81	-32*	97	100	94
COC(CN)c1ccccc1 (configuration not stated)	103	120	98	106	96	104	88	109	99
CC(C)NC(C)C	105	112	100	103	93	95	108	102	110
COc1ncnc2c(CN3CCN(C)CC3)c[nH]c12	103	102	104	102	103	101	94	x	117
Cc1cc(C(C(N)=O)c2ccccc2)ccc1N(CCCl)CCCl (configuration not stated)	127	111	109	108	104	103	107	110	106
CCOc1ccc(C=C2C(=O)NC(=S)NC2=O)cc1OCC	108	109	103	108	104	105	115	103	132
N#Cc1c([N+](=O)[O-])no[n+]1[O-]	98	103	98	94	96	96	90	100	103
CC1Cc2cc3c(cc2CN1)OCO3 (configuration not stated)	104	118	100	103	108	91	79	101	108

Pulled by compound from the entries so far, 2 records:
SMILES	NCI-H322M	NCI-H460	NCI-H23	HCT-15	NCI-H226	HCT-116	NCI-H522	NCI/ADR-RES	COLO 205
CC(C)NC(C)C	105	112	100	103	93	95	108	102	110
O=C(O)C1C2c3ccccc3C(=O)C1(C(=O)O)c1ccccc12 (configuration not stated)	x	101	99	102	98	104	x	102	104

The list goes on:
SMILES	NCI-H322M	NCI-H460	NCI-H23	HCT-15	NCI-H226	HCT-116	NCI-H522	NCI/ADR-RES	COLO 205
CN1C[C@H](C(=O)N[C@]2(C)O[C@@]3(O)[C@@H]4CCCN4C(=O)[C@H](Cc4ccccc4)N3C2=O)[C@H]2C[C@]23c2cccc4[nH]cc(c24)C[C@@H]13	117	97	93	125	96	89	88	96	111
C[C@]12CCc3sc(-c4ccc(Cl)cc4)nc3C1=CC[C@@H]1[C@@H]2CC[C@]2(C)C(=O)CC[C@@H]12	83	72	71	35	84	52	x	82	97
CNC12C3C4C1C1C2C3C41C(=O)N[C@H](C(=O)N(C)[C@H](C[C@@H](OC(C)=O)c1nc(C(=O)N[C@@H](Cc2ccccc2)C[C@H](C)C(=O)OC)cs1)C(C)C)C1CC1 (some centres not stated)	49	15	7.8*	11	11	2.9*	-27*	62	-46*
CC(C)C(C)(O)C#N (configuration not stated)	99	111	95	98	107	102	70	103	103
CCCCn1cc(C(=O)C2C(C)(C)C2(C)C)c2ccccc21	98	104	92	100	84	92	87	95	99
CCOC(=O)C(C)Br (configuration not stated)	99	106	103	105	103	113	98	108	100
COc1ccc(N2C(=O)C3C4c5ccccc5C(C3C2=O)[n+]2ccccc24)cc1 (configuration not stated)	93	112	101	99	97	93	95	111	103
O=C(CCCN1CCC2(CC1)C(=O)NCN2c1ccc(F)cc1)c1ccc(F)cc1	90	97	98	105	78	89	87	98	124
S=P(N1CCCCCC1)(N1CC1)N1CC1	121	107	102	118	106	100	102	104	94
CCN(CCCl)Cc1c2ccccc2cc2ccccc12	100	105	104	96	95	89	85	107	103
O=C1NC(=S)NC(=O)C1c1ccccc1	136	111	104	106	113	109	x	113	104
CC1CN1P(=O)(Oc1ccccc1)N1CC1C (configuration not stated)	143	109	104	93	99	99	105	108	110
O=C(/C=C/c1ccccc1)c1nc2ccccc2n1Cc1ccc(Br)cc1	-6.8*	-47*	-71*	-70*	-71*	-88*	-74*	-37*	-75*
COc1ccc2c(c1)c(-c1nc(-c3c[nH]c4ncccc34)cs1)cn2CCN1CCOCC1	57	41	57	31	50	52	44	39	62
CNCC(Cl)c1ccc(OC(C)=O)cc1 (configuration not stated)	87	103	98	84	107	101	74	100	67
O=C(Nc1ccc([N+](=O)[O-])cc1)C(Cl)(Cl)Cl	90	104	96	81	98	91	106	100	107
Cn1c(=O)c2c(nc(N(CCCl)CCCl)n2C)n(C)c1=O	112	109	96	105	105	99	81	106	104
CC(=O)OC1CCC2C3C(C)CC4CC(=O)CCC4(C)C3CCC12C (configuration not stated)	94	104	84	93	90	80	80	84	151
O=[N+]([O-])/C=C\c1ccc(Cl)c(Cl)c1	105	67	77	26	74	-53*	74	101	41
CC1C(C)N1C1=C(Cl)C(=O)c2ccccc2C1=O (configuration not stated)	108	97	83	97	122	92	89	98	130
N#Cc1ccc(CCl)cc1	118	105	100	101	102	112	x	104	101
O=C(Nc1ccc(O)cc1)C(Cl)(Cl)Cl	102	105	101	99	101	103	91	99	102
O=[N+]([O-])c1ccc2sc3ccccc3c2c1	103	102	98	108	96	103	94	111	121
CC[N+](CC)(CC)CCBr	106	111	104	103	97	96	93	110	112
Cc1cccc(C)c1NC1=NCCCS1	98	100	102	103	93	102	111	96	109
O=P(CO)(CO)CO	115	109	107	105	127	96	82	113	105
C(=NC1CCCCC1)c1c[nH]c2ccccc12	110	107	104	101	110	106	x	100	114
O=[N+]([O-])c1ccc(CBr)c(I)c1	106	105	103	97	95	103	96	118	102
Nc1ccc(C(F)(F)F)cc1	100	100	100	91	101	102	95	100	106
O=C1C=C(N2CC2)c2ccccc2C1=O	91	23	41	80	92	63	53	63	94
CN1CCCC1c1ccc(=O)[nH]c1 (configuration not stated)	98	114	105	108	104	106	107	112	109
Clc1nc(Cl)nc(Nc2ccccc2Cl)n1	90	107	104	106	113	97	113	103	103
Oc1ccc(O)c(Cl)c1	98&109	102&100	88&96	110&96	99&94	109&102	-1.3*	97&102	100&109
CC[C@@H](C)[C@@H]1NC(=O)C(NC(=O)C(CC(C)C)N(C)C(=O)C2CCCN2C(=O)C(C)O)C(C)OC(=O)C(Cc2ccc(OC)cc2)N(C)C(=O)C2CCCN2C(=O)C(CC(C)C)NC(=O)C(C)C(=O)C(C(C)C)OC(=O)C[C@H]1O (some centres not stated)	-17*	-50*	-46*	-33*	-59*	-29*	-43*	-43*	-70*
CN(C)CCC(O)c1c[nH]c2ccccc12 (configuration not stated)	121	98	110	103	92	100	97	102	98
Cc1ccc(NC(=O)N2CC2)cc1NC(=O)N1CC1	97	x	86	93	97	93	100	94	95
O=c1oc2ccccc2c(O)c1Cc1c(O)c2ccccc2oc1=O	98&117&88	109&115&99	100&106&101	100&105&62	99&106&68	103&107&88	104&86&99	106&111&99	104&110&116
CCCCCCCC[N+]1(C)CCCC1c1cccnc1 (configuration not stated)	113	105	94	95	101	99	89	100	95
CNC(=O)Oc1c(Cl)cc([N+](=O)[O-])cc1[N+](=O)[O-]	99	107	101	102	96	98	93	98	111
CC(C)OC(=S)[S-].[Au+].c1ccc([PH+](c2ccccc2)c2ccccc2)cc1	99	80	42	-14*	x	14	-64*	68	x
O=C(O)c1cccc(Cl)c1	120	108	104	118	104	104	94	113	111
O=c1oc2cc(Cl)ccc2n1SC(Cl)(Cl)Cl	111	76	95	94	104	93	90	100	102
NC(Cc1ccc2c(c1)OCO2)c1ccc2c(c1)OCO2 (configuration not stated)	x	104	105	115	105	95	97	107	100
CCNC(C)(C)C(=O)c1ccco1	110	110	102	94	107	100	113	100	104
Nc1ccc(CCCCc2ccc(Cl)c(S(=O)(=O)F)c2)c(Cl)c1	103	106	107	95	95	106	89	103	120
CNC(=O)Oc1ccc(C(C)=O)cc1	112	112	107	99	102	93	89	118	153
O=[N+]([O-])c1ccc(N(CCO)CCO)c2c1no[n+]2[O-]	-16*	-26*	10	x	0.5*	-68*	-62*	18	-93*
C/C(CC(C)(C)N1CC1)=N\NC(=O)Nc1cccc2ccccc12	81	43	68	61	56	46	49	x	52

6 entries from above in another layout.
Under each structure – NCI-H322M | NCI-H460 | NCI-H23 | HCT-15 | NCI-H226 | HCT-116 | NCI-H522 | NCI/ADR-RES | COLO 205
CC(C)OC(=S)[S-].[Au+].c1ccc([PH+](c2ccccc2)c2ccccc2)cc1
→ 99 | 80 | 42 | -14* | x | 14 | -64* | 68 | x
O=C(O)c1cccc(Cl)c1
→ 120 | 108 | 104 | 118 | 104 | 104 | 94 | 113 | 111
O=c1oc2cc(Cl)ccc2n1SC(Cl)(Cl)Cl
→ 111 | 76 | 95 | 94 | 104 | 93 | 90 | 100 | 102
NC(Cc1ccc2c(c1)OCO2)c1ccc2c(c1)OCO2 (configuration not stated)
→ x | 104 | 105 | 115 | 105 | 95 | 97 | 107 | 100
CCNC(C)(C)C(=O)c1ccco1
→ 110 | 110 | 102 | 94 | 107 | 100 | 113 | 100 | 104
Nc1ccc(CCCCc2ccc(Cl)c(S(=O)(=O)F)c2)c(Cl)c1
→ 103 | 106 | 107 | 95 | 95 | 106 | 89 | 103 | 120

More records follow:
SMILES	NCI-H322M	NCI-H460	NCI-H23	HCT-15	NCI-H226	HCT-116	NCI-H522	NCI/ADR-RES	COLO 205
CCSCC1CC(O)(c2c(C)nn(Cc3ccccc3)c2C)C(=O)O1 (configuration not stated)	108	134	123	107	108	111	114	112	117
COc1cc([C@@H]2c3cc4c(cc3[C@H](OC(C)=O)[C@H]3COC(=O)[C@H]23)OCO4)cc(OC)c1OC	43	9.1*	25	9.6*	76	7.0*	-4.1*	3.8*	-28*
COP(=O)(OC)C(O)c1ccccc1Cl (configuration not stated)	109	106	105	111	106	117	84	112	125
CC[C@]12C=CCN3CC[C@@]4(c5ccc(OC)cc5N(C)[C@H]4[C@@](O)(C(=O)OC)[C@@H]1OC(=O)CCCC[P+](c1ccc(OC)cc1)(c1ccc(OC)cc1)c1ccc(OC)cc1)[C@@H]32	-90*	-87*	-91*	-5.7*	-64*	-95*	-82*	84	-65*
O=C(O)c1c(Cl)c(Cl)c(Cl)c(Cl)c1C(=O)O	123	115	104	110	108	99	101	101	121
CC(=O)O[C@@H]1CC[C@]2(C)[C@H]3CC[C@]4(C)[C@@H](OC(C)=O)CC[C@H]4[C@@H]3C[C@@H]3SC(c4cccc(C)c4)N[C@@]32C1 (some centres not stated)	99	106	96	84	102	88	61	98	108
CN1CCc2cc3c(cc2[C@H]1[C@@H]1OC(=O)c2c1ccc1c2OCO1)OCO3	100	108	96	92	94	91	90	106	96
C=CC[Se]C(=O)c1cncc(C(=O)[Se]CC=C)c1	-46*	-14*	-75*	-37*	-25*	-86*	-90*	-70*	-47*
C=CCOC(Cn1ccnc1)c1ccc(Cl)cc1Cl (configuration not stated)	95&97	101&101	95&97	91&108	92&105	87&100	79&103	88&88	107&99
O=C(N/N=C\c1ccc(N(CCCl)CCCl)cc1)c1cccnc1	105	31	76	90	36	88	93	89	111
CC[C@H](C)[C@H](NC(=O)c1cnccn1)C(=O)N(C)[C@H](C[C@@H](OC(C)=O)c1nc(C(=O)N[C@@H](Cc2ccccc2)C[C@H](C)C(=O)OC)cs1)C(C)C	46	8.2*	26	7.0*	34	-9.2*	-25*	14	-20*
O=S(=O)(F)c1ccc2nc(-c3ccccc3)cc(Cl)c2c1	88	101	109	89	104	97	x	109	106

Ordered by length of the SMILES (smallest number first): some entries from above.
SMILES	NCI-H322M	NCI-H460	NCI-H23	HCT-15	NCI-H226	HCT-116	NCI-H522	NCI/ADR-RES	COLO 205
COP(=O)(OC)C(O)c1ccccc1Cl (configuration not stated)	109	106	105	111	106	117	84	112	125
C=CC[Se]C(=O)c1cncc(C(=O)[Se]CC=C)c1	-46*	-14*	-75*	-37*	-25*	-86*	-90*	-70*	-47*
CC[C@H](C)[C@H](NC(=O)c1cnccn1)C(=O)N(C)[C@H](C[C@@H](OC(C)=O)c1nc(C(=O)N[C@@H](Cc2ccccc2)C[C@H](C)C(=O)OC)cs1)C(C)C	46	8.2*	26	7.0*	34	-9.2*	-25*	14	-20*

Further records:
SMILES	NCI-H322M	NCI-H460	NCI-H23	HCT-15	NCI-H226	HCT-116	NCI-H522	NCI/ADR-RES	COLO 205
CC12CCC3C(CC=C4CC(Cl)CCC43C)C1C/C(=C\c1ccc(OCC(=O)N3CCOCC3)cc1)C2=O (configuration not stated)	85	92	85	94	85	82	76	82	101
CC(C)CN(CCc1ccccn1)CC(C)C	106	105	100	103	101	91	98	107	111
N#[N+]c1nc2ncnc(N)c2[nH]1	x	103	94	106	100	94	86	104	113
Cc1cc(Br)c(O)c(Br)c1	x	108	105	97	96	100	103	114	125
COc1cc(NCCCN=C(N)N)c2ncccc2c1	74	96	14	99	86	78	-10*	108	90
c1ccc(CCN2CCCCC2)cc1	110	123	108	106	113	111	99	108	110
CCC[CH2][Sn]([CH2]CCC)([CH2]CCC)[O]C(=O)c1ccc(Cl)cc1Cl	-86*	-78*	-65*	-83*	x	-88*	-73*	-69*	-69*
CCCn1cc2c3c(cccc31)[C@H]1C[C@@H](C)CN(C)[C@@H]1C2	89	96	77	84	93	53	86	79	x
COC(=O)C1=C(Nc2ccccc2)C(=O)OC12C(=O)Nc1ccc(Br)cc12 (configuration not stated)	107	108	98	90	104	101	90	109	125
C[C@H]1CCC/C=C/[C@@H]2C[C@H](O)C[C@H]2[C@H](O)/C=C/C(=O)O1	5.8*	8.7*	-1.8*	-28*	-36*	-71*	-44*	7.3*	-75*
CC(=O)Nc1ccc(S(=O)(=O)F)cc1[N+](=O)[O-]	97	106	107	106	88	94	87	103	111
O=C(C(=O)N1CCCC1)c1cn(CCCCCCn2cc(C(=O)C(=O)N3CCCC3)c3ccccc32)c2ccccc12	105	109	111	107	114	110	110	101	110
O=C1C(=O)N(c2ccccc2)P(=O)(N(CCCl)CCCl)N1c1ccccc1	123	109	98	109	103	109	102	110	108
Clc1cccc(C2COOC3(CCCCCC3)OOC3(CCCCCC3)OOC2)c1	107	104	100	101	102	97	85	112	116
Nc1nc(N)c(N)c(N)n1	99	109	100	115	93	106	101	101	118
CCNC1(c2cccs2)CCCCC1=O (configuration not stated)	95	108	x	103	100	99	97	105	117
O=C1NC(=O)C(=Cc2ccccn2)C(=O)N1	116	104	95	98	95	97	83	105	95
